# Assay outcomes from PubChem.
# CAL PDZ FP-1 – human CAL PDZ-peptide interaction inhibition; AID 504414; purified CAL PDZ, TMR-peptide fluorescence polarization, 1 h; actives 0.02% (n = 330,000); Q9HD26; inhibition, % at 20 µM;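 active means highest replicate inhibition of at least 40%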;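 further: plate controls were DMSO neutral control wells for no effect and unlabeled competitor peptide control wells for full effect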
#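 material = purified tagged CAL PDZ domain construct (CerCALP) | compound dosing = 20 µM, one dose | times = 1 h at RT | measured by = fluorescence polarization from S- and P-plane intensities, G-factor corrected | read-out = inhibition from polarization loss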
# SR-BI DiI-HDL act – activators of SR-BI mediated HDL lipid uptake. actives 0.096% (n = 320,000). activation, % at 12.5 µM. CHO ldlA[mSR-BI] cells, DiI-HDL uptake fluorescence, 3 h; 100 = double the neutral-control signal;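 active means mean replicate activation of at least 60% and every replicate at or above 60%; inconclusive means mean or all-replicate condition met, but not both; inactive means mean below 60% and not all replicates reaching 60%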;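 further: 0% = median plate neutral-control signal and 100% = twice that signal; values of inactives mirror those of a sister screen read the other way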
#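 System: LDL receptor-deficient CHO ldlA cells overexpressing murine SR-BI | Timing: 3 h uptake period with compound, 37 °C | Medium: HEPES-buffered (25 mM, pH 7.4) F12 plus 0.5% BSA | Dosing: Single-point compound dose | Signal: Bottom-read fluorescence, 550/595 nm | Read-out: Retained DiI signal reflecting DiI-HDL uptake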
# DAGLB inhibitor – diacylglycerol lipase beta (human) inhibition | Q8NCG7 | HEK293T DAGLB membrane lysate, EnzChek fluorogenic substrate | inhibition, % at 5.17 µM | actives 0.059% (n = 340,000) | AID 504411; in the data active means inhibition above about 34%;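 further: 0% = enzyme with vehicle and 100% = wells lacking enzyme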
# RTF Ca sens act – cardiac RTF calcium sensitization. P19429+P45379. IANBD-labeled TnC RTF fluorescence at EC20 calcium; 0% EC20 calcium, 100% full calcium. activation, % at 7.2 µM. actives 0.24% (n = 340,000). AID 493008;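 active means activation above the mean over all tested compounds plus 3 SD, cut at about 30% in these data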;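 further: rise in fluorescence read as greater calcium sensitivity of cardiac thin filaments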
# LANA DNA inh – blocks KSHV LANA C-terminal domain binding to DNA; MBP-C-LANA/FAM-LBS DNA binding, fluorescence polarization; inhibition, % at 9 µM; actives 0.078% (n = 340,000);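 active means highest replicate inhibition at or above 60% at 9 µM, even if other replicates fall short; inactive means all replicates below 60% inhibition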;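 further: 0% = neutral control wells and 100% = 4 µM acridine orange control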
# Rtt109 Vps75 – C. albicans Rtt109 histone acetyltransferase inhibition | purified Rtt109/Vps75, ThioGlo CoA-SH fluorescence, 4 h | inhibition, % at 34.9 µM | actives 0.16% (n = 330,000) | AID 540336;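 active means inhibition of at least 50% in every replicate; inconclusive means best replicate reaches 50% inhibition but some replicates fall short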
# Target sequence (Q5AAJ8 whole entry, looked up): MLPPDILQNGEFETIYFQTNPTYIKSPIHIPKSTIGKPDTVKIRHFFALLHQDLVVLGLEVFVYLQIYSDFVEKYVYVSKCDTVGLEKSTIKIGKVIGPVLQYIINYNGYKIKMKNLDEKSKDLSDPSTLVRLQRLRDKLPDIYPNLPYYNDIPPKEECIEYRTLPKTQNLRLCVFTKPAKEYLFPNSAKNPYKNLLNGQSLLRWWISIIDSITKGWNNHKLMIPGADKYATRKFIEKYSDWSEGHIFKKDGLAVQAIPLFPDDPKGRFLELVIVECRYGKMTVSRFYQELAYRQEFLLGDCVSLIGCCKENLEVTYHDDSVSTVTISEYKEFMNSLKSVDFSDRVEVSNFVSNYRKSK
# PKA-R2B activ – PKA-R2B complex activation; activation, % at 11.4 µM; P22694+P31323; PKA-R2B holoenzyme dissociation, Cy5-IP20 fluorescence polarization; R2B truncated from residue 108, S112A mutant; 0% DMSO only, 100% 113 µM cGMP; actives 0.079% (n = 340,000);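 active means activation above a cutoff set at the mean over all compounds plus 3 SD, cut at about 18% in these data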;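 further: higher means more holoenzyme dissociation and a rise in polarization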
# Target sequence (P31323 whole entry, looked up, other chains not shown, the tested form may be a part): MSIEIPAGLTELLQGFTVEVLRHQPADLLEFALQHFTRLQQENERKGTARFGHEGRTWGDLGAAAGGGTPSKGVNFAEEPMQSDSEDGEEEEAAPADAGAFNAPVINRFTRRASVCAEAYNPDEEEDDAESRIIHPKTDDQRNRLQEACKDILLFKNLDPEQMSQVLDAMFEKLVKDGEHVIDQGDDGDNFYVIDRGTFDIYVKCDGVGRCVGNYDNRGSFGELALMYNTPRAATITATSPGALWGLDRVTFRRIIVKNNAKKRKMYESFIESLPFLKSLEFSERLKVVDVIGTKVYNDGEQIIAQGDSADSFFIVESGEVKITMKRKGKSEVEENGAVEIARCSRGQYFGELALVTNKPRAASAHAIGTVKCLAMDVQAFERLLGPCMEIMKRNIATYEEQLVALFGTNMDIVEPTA
# Keap1 Nrf2 FP – inhibitors of human Keap1-Nrf2 protein-protein interaction. Keap1 Kelch-Nrf2 peptide fluorescence polarization, 1536-well. inhibition, % at 9.4 µM. actives 0.15% (n = 340,000). AID 504523; in the data active means inhibition above about 12%; inconclusive means no clear call, values can overlap the other calls; inactive means below about 7.3%;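 further: human Keap1 Kelch domain with fluorescein labeled Nrf2 9mer peptide probe; 0% = neutral control wells and 100% = peptide positive control; higher means more block of Keap1 binding to Nrf2 peptide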
# Cardiac RTF inh – cardiac RTF calcium desensitization; IANBD-labeled cardiac RTF, Ca2+ fluorescence; AID 493244; inhibition, % at 7.15 µM; actives 0.12% (n = 340,000);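 active means inhibition above the mean inhibition of all tested compounds plus 3 SD, cut at about 17% in these data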;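 further: assay run at fixed EC70 calcium of 1.6 mM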
# CAL PDZ FP-2 – CAL PDZ (human) peptide binding inhibition. inhibition, % at 24.9 µM. actives 0.92% (n = 300,000). purified CAL PDZ, TMR-peptide fluorescence polarization, 1 h. AID 602252;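 active means mean inhibition of at least 30% with at least half of replicates also reaching 30%; inconclusive means no clear call, values can overlap the other calls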;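 further: 0% = DMSO neutral control and 100% = excess unlabeled competitor peptide PRC23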
# * hit, by the source's call; ? = inconclusive; . = no result given; & = joins results of further samples. An unsorted share of the library (roughly 1.6% active in at least one column).
SMILES,CAL PDZ FP-1,SR-BI DiI-HDL act,DAGLB inhibitor,RTF Ca sens act,LANA DNA inh,Rtt109 Vps75,PKA-R2B activ,Keap1 Nrf2 FP,Cardiac RTF inh,CAL PDZ FP-2
COC(=O)CN1C(=O)C(C)=C(c2ccc(C)cc2)S1(=O)=O,-0.1,-20,1,-2,0.7,-5,-10,2,-13,0
Cc1c(O)ccc2c(CN3CCN(C/C=C/c4ccccc4)CC3)cc(=O)oc12,-1.3,-8,-2,0,-7.3,-66,-7,-1,-5,-6
O=C(NNC(=O)c1cnccc1C(F)(F)F)c1ccc(Cl)cc1,0.3,26,1,-6,0.7,5,-5,-2,-6,.
CC(=O)Nc1ccc(NC(=O)C(C)OC(=O)CCCN2C(=O)c3cccc4cccc(c34)C2=O)cc1 (centres undefined),-1.4,-5,-5,-1,0.3,1,-11,-4,9,4
COc1cccc(OCC(O)CN2CCN(C(c3ccccc3)c3ccccc3)CC2)c1 (centres undefined),0.5,-3,-2,-2,0.1,1,8,-4,3,2
CCCCCc1ccnc(CC(=O)c2ccc(OC)cc2)c1,-0.6,-7,1,-1,1.0,4,-4,-1,-5,-7
CCN(c1cccc2ccccc12)S(=O)(=O)c1cccs1,-0.3,-16,2,-7,-0.5,12,-12,-2,-13,-3
CCN1CCN(C(=O)C(=O)c2c(C)[nH]c3ccccc23)CC1,-0.7,20,-5,0,0.3,4,2,-1,1,0
CC1=C(C(=O)Nc2ccc(C)cc2C)C(c2ccc(C)o2)NC(=S)N1 (centres undefined),-1.0,-45,1,0,-2.0,-1,-3,-2,-6,0
COC(=O)c1sc(S(=O)(=O)Nc2ccc(C)cc2)c(C(=O)OC)c1C,-1.2,24,-3,-2,-0.2,7,3,-3,6,.
O=C(CCCCC(=O)OCC1CCCO1)OCC1CCCO1 (centres undefined),-0.2,16,-1,5,-2.4,-3,-5,-1,-6,-1
COc1ccc2nc(NC(=O)C3COc4ccccc4O3)sc2c1 (centres undefined),-2.7,-8,1,2,1.4,12,-4,4,-14,.
CC12CCC(C(=O)O)(C/C1=N\O)C2(C)C (centres undefined),-2.5&-1.1,-1&22,-1&3,-3&-5,-0.6&1.4,-6&16,6&-2,-2&-2,6&-8,2&-4
CC(=O)N1CCc2c(sc(NC(=O)CN3C(=O)c4ccccc4C3=O)c2C(N)=O)C1,-0.3,17,1,1,0.2,18,-6,-2,-3,.
Cc1csc(=O)n1CCC(=O)OC(C)C(=O)NCc1ccccc1 (centres undefined),0.4,.,0,2,-1.4,-4,3,-2,-6,4
Cc1ccc(N2C(=O)C3C4C=CC(CNC(=S)N5CCN(c6cccc(C)c6)C(C)C5)(O4)C3C2=O)cc1 (centres undefined),1.3,.,-5,8,0.4,1,-4,-5,-9,0
COc1ccc(NS(=O)(=O)c2cc(NC(=O)CNC(=O)c3cccc(OC)c3)ccc2C)cc1,-0.9,7,0,2,4.0,5,5,-3,-1,-3
CC1(C)Cc2nc3sc4c(N(CCO)CCO)nnnc4c3cc2CO1,-0.1,5,1,-5,0.0,-3,10,6,4,-6
COc1ccc(-c2ccc(N(C)C)cc2)cc1[C@H]1[C@@H]2C=CCC[C@@]2(C)C(=O)N1Cc1ccccc1,0.2,-21,-6,-1,-3.5,-1,-12,-4,-2,-4
COc1cc(C(=O)N(C)C2CCCN(Cc3ccccc3F)C2)cc(OC)c1OC (centres undefined),-0.4,-13,2,4,0.0,5,-3,-6,2,-2
O=C1C=CC(=O)c2c(O)c(CO)c(CO)c(O)c21,2.6,8,-2,-32,31,8,7,9,36*,7
Cc1cc(C)cc(NC(=O)C(c2ccccc2)N2CCCC2)c1 (centres undefined),-1.0,0,-2,-4,-0.7,0,0,4,12,-2
CC(=O)Oc1ccccc1C(=O)Nc1ccccc1C(=O)N1CCCCC1,-2.7,3,2,2,-1.3,1,2,-6,-5,-1
COc1ccc(/C=C2/SC(c3ccc(C)cc3)=NC2=O)cc1OC,1.4,-26,-16,28,16,24,-2,-12,-33,5
COc1ccc(C(CNC(=O)C(CCSC)NC(=O)c2ccccc2Cl)N2CCCCC2)cc1 (centres undefined),1.1,11,0,-3,1.2,4,-5,-3,-2,2
CC1(C)CN(c2ccc(Br)cc2Br)C1=O,-0.8,20,3,-4,0.9,-4,-12,-4,4,0
COc1cc(NS(=O)(=O)c2ccc(NC(=O)c3ccc(C)o3)cc2)nc(OC)n1,-1.6,20,2,-5,-0.5,-4,-3,-6,-1,2
CCN1C(=O)[C@H]2[C@H]3CN=C(SCC4CC4)N3[C@@](Cc3ccccc3)(C(=O)OC)[C@H]2C1=O,-0.9,10,0,-6,-1.2,?,-4,-1,-5,-3
CC(C)c1ccc(NC(=O)c2ccc3snnc3c2)cc1,-3.1,-37,-8,-3,-0.2,4,-6,0,-6,-3
CCOC(=O)Nc1cccc(OCC(=O)Nc2ccc3c(c2)CCC3)c1,2.0,-43,-6,3,-0.4,-1,5,-3,2,-2
Cc1cc(C)cc(NC(=O)Cn2nnc(C(=O)NCc3ccccc3Cl)c2N)c1,-0.5,11,-3,1,-0.3,0,-2,-6,-5,-1
Cc1ccc(NCCN(C)C)c2c(=O)c3cc(O)ccc3sc12,5.5,-16,13,-2,-16,-4,2,-3,5,2
C/C(=N\NC(=O)Cc1ccccc1)c1ccc(Cl)s1,-0.4,6,0,2,-0.6,1,-8,-3,2,1
CCc1ccc(NC(=O)NCc2cccnc2)cc1,-2.0,3,3,1,-1.4,-3,0,-3,0,-3
N#Cc1nc(/C=C/c2ccccc2)oc1NCCCN1CCOCC1,0.1,-15,3,6,0.9,-105,-2,7,0,36*
Cc1ccc(C(=O)OCC(=O)Nc2ccc3c(c2)OCO3)o1,0.1,.,1,0,1.9,10,1,-2,-14,-5
NS(=O)(=O)c1ccc(CNc2nc(-c3cccnc3)nc3ccccc23)cc1,-6.4,.,-1,-3,-1.2,-16,-5,-1,-2,-8
NC(=O)C1=CC2C3C=CC2(O)C(=O)OC3O1 (centres undefined),-0.8,3,-2,0,2.0,-9,-5,0,-7,-2
O=C(COC(=O)c1n[nH]c2ccccc12)c1ccc(F)c(F)c1,-3.1,0,0,-4,1.6,-6,-6,4,-1,-4
NC(=O)CC(NC(=O)c1ccccc1)c1ccc(NCCOc2ccccc2)c([N+](=O)[O-])c1 (centres undefined),0.6,2,16,-3,0.0,-1,-14,1,-38,-1
CCOC(=O)c1ccoc1CSCc1ccc(C(=O)OC)o1,-2.5,14,-3,5,0.0,17,15,-10,-13,.
Cc1n[nH]c(C)c1CCCCOc1ccccc1[N+](=O)[O-],-0.3,-27,-3,6,0.3,-7,-3,-3,-2,14
COc1ccc(NC(=O)CSc2nnc(NC(=O)CN3CCOCC3)s2)cc1,-5.2,-4,0,7,-0.5,-46,-11,-7,-4,-1
C=CCNC(=O)c1ccccc1Cl,.,-1,2,-2,-1.8,-15,-4,1,-5,-4
O=C(NCCCO)C(=O)Nc1cc2c3c(c1)CCN3C(=O)CC2,-0.4,5,-4,-6,0.3,1,2,-2,-14,-4
O=C1Nc2ccc(S(=O)(=O)N3CCCC3)c3ccc(S(=O)(=O)N4CCCC4)c1c23,-0.5,1,1,-1,-0.1,1,-7,-4,-12,-3
COc1ccccc1C(=O)Nc1ccc(C)c(S(=O)(=O)N2CCCCC2)c1,-3.3,-55,-4,-4,-0.8,-2,0,-3,-5,-7
COc1ccc([C@H]2CC(=O)C=C(c3cc4ccccc4c4ccccc34)C2)cc1,0.4,-12,-10,6,3.4,-4,5,3,-4,-3
CCC(C)(C)NC(=O)c1ccc(S(=O)(=O)N(C)c2ccccc2OC)cc1,-2.6,-16,1,-1,0.5,3,-11,-1,-4,-1
CC(=O)N1CCC(N(CCN2CCOCC2)C(=S)Nc2c(C)cccc2C)CC1,-0.3,14,3,3,0.8,-4,-2,0,-9,-1
O=C(Nc1ccc(C(=O)N2CCCC2)cc1)C1CCC1,-0.9,13,-4,-8,0.4,-4,10,-1,-10,-1
CC(Oc1ccccc1F)C(=O)NCCN1CCCCC1 (centres undefined),-0.6,18,1,-1,-0.4,3,-8,6,-5,-2
O=C1[C@@H]2C(c3cccnc3)=NO[C@@H]2C(=O)N1c1ccc2ccccc2c1,-1.8,16,3,2,0.7,4,-4,-3,-5,-5
CCN1CCN(C(=O)CCc2nnc3ccc(N4CCN(c5cccc(OC)c5)CC4)nn23)CC1,-2.8,31,-1,-2,-1.4,8,-2,1,-1,-3
CCC(C)c1ccccc1N1CC(C(=O)Nc2cc(S(=O)(=O)N3CCOCC3)ccc2OC)CC1=O (centres undefined),0.3,-9,-1,2,1.1,2,-5,-8,-11,.
CC(=O)c1ccc(NC(=O)CSc2nnc(Cn3c(=O)sc4ccccc43)n2C)cc1,-0.3,-23,0,-1,-0.5,-6,-5,-6,5,0
CN1C(=O)Cn2c1nc1ccccc12,0.6,7,-1,-4,1.5,7,-6,-6,-7,-1
CCN=C1SC(C(=O)NCCc2ccccc2)CC(=O)N1CC (centres undefined),-1.7,0,-3,-2,-0.2,-3,3,4,-18,-1
COc1cc(OC)cc(C(=O)Nc2nnc(-c3cccnc3)o2)c1,-3.0,-2,-2,-2,0.0,-9,4,0,-7,-3
COc1cc(/C=C2\SC(=O)N(CC(=O)Nc3cccc(C)c3)C2=O)ccc1OC(C)C(=O)O (centres undefined),-2.0,-30,2,-2,0.6,4,0,-5,-3,.
CCOc1ccc(C(=O)NCC(=O)NCCSc2ccc(Br)cc2)cc1OCC,-0.6,-87,-2,-3,1.5,-2,-7,2,-5,-2
CCSC1=NCCN1S(=O)(=O)c1ccc(NC(C)=O)cc1,-0.9,-2,0,1,1.2,0,-8,5,-11,-4
COc1cc(NC(=O)CN2C(=O)NC(C)(CC(C)C)C2=O)cc(OC)c1 (centres undefined),-0.3,2,-3,1,-2.7,-13,-9,-3,-3,-3

# Among those listed so far, these have a COOH group:
SMILES,CAL PDZ FP-1,SR-BI DiI-HDL act,DAGLB inhibitor,RTF Ca sens act,LANA DNA inh,Rtt109 Vps75,PKA-R2B activ,Keap1 Nrf2 FP,Cardiac RTF inh,CAL PDZ FP-2
CC12CCC(C(=O)O)(C/C1=N\O)C2(C)C (centres undefined),-2.5&-1.1,-1&22,-1&3,-3&-5,-0.6&1.4,-6&16,6&-2,-2&-2,6&-8,2&-4
COc1cc(/C=C2\SC(=O)N(CC(=O)Nc3cccc(C)c3)C2=O)ccc1OC(C)C(=O)O (centres undefined),-2.0,-30,2,-2,0.6,4,0,-5,-3,.
